phage Ecoli inh: growth loss of phage-infected E. coli, primary screen, RecBCD inhibitor project, absorbance, with phage, HTS | inhibition, % at 11.9 µM | 0.26% of 360,000 active | AID 651602, 2012; in the data active means inhibition above about 11%
Starred values were filed as active, the others as inactive. Only part of the results is shown, so the mix of outcomes need not match the whole.

compound	phage Ecoli inh
CCCCNC(=O)C1(C)CCCCN1C(=O)c1c(C)noc1C (stereo unspecified)	0.8
COC(=O)[C@]12CCCCC=C1N(CCC1=CCCCC1)C(=O)[C@H](CC(=O)NCCCN1CCCC1=O)C2	0.6
Cc1cccnc1C(NC(=O)C1CCN(Cc2cn(C)c3ccccc23)CC1)c1ccc(Cl)cc1 (stereo unspecified)	6.7
COc1ccc(CN2C(=O)CCC2(C)c2nnnn2C2CCCCC2)cc1 (stereo unspecified)	3.4
COc1cc(Cl)ccc1OC1(C)CCN(Cc2ccc(SC)cc2)C1 (stereo unspecified)	4.7
COCCNc1ncnc2c1ncn2[C@H]1CN(Cc2ccc(F)cc2)C[C@@H](CO)O1	1.2
COCCNC(=O)C1Cc2c(-c3ccc(NC(C)=O)cc3)ccnc2O1 (stereo unspecified)	0.1
CCCCNC(=O)C1(C)CCCCN1C(=O)c1ccc2ccccc2n1 (stereo unspecified)	-0.3
COc1ccc(CN2CC[C@@H]3CN(C(C)=O)[C@H](c4ccccc4Br)C[C@@H]32)cc1	0.7
CC1(C(=O)NS(=O)(=O)c2ccccc2Cl)CCN1C(=O)Cc1cccs1 (stereo unspecified)	1.7
Cc1ccc2nc(-c3cccc(Cl)c3)c(Cc3ccccc3C(F)(F)F)n2c1	0.2
COc1cccc(C(NC(C)=O)c2nc(-c3ccc(N(C)C)cc3)cs2)c1 (stereo unspecified)	0.5
COc1cc(CNC(=O)c2cc(-c3cc(Cl)ccc3C)n[nH]2)cc(OC)c1	4.8
CN(Cc1ccccc1)C(=O)[C@@H]1CCCN1C(=O)[C@@H]1CCCN1C(=O)c1cccc2ccccc12	2.5
Cc1ccc(Cc2c(C3CCCCC3)nc3c(C)cc(Br)cn23)cc1	-2.1
COc1ccc(CC(N)c2csc(Nc3cc(Oc4ccccc4)ncn3)n2)cc1 (stereo unspecified)	0.8
Cc1ccc(-c2csc(C(O)c3ccc(F)cc3)n2)cc1C (stereo unspecified)	5.0
CC(=Nc1ccc(Cl)cc1N)c1c(O)cc(C)oc1=O	2.0
COc1ccc(C2=Nc3ccccc3N(C(=O)c3ccc(C(F)(F)F)cc3)C2C(=O)Nc2ccc3c(c2)OCCO3)cc1 (stereo unspecified)	1.2
NC(c1csc(NC(=O)Nc2ccccc2)n1)C1CCCCC1 (stereo unspecified)	-1.4
CC1CCN(CCNC(=O)c2ccc3c(=O)n(CCc4ccccc4)c(=O)[nH]c3c2)CC1	-0.2
CC1(c2nnnn2Cc2ccccc2)CCC(=O)N1CC1CCCCC1 (stereo unspecified)	0.2
COCCc1ccc(OC2(C)CCN(Cc3ccc(OC)c4ccccc34)C2)cc1 (stereo unspecified)	2.2
CC(=O)Nc1cc(-c2cccc(CO)c2)cn2c(-c3ccc(F)cc3)cnc12	1.7
C[C@@H]1Cn2cnc(C(=O)N(C)Cc3ccccc3)c2C(=O)N1	3.1
O=C(N[C@@H](Cc1cccnc1)C(=O)N1CCC[C@H]1C(=O)NCCc1ccccc1Cl)c1cccs1	2.8
COc1cccc(CNC(=O)[C@H]2CCCN2C(=O)[C@H]2CCCN2C(=O)c2cccc(OC)c2)c1	2.4
COCCN1C[C@@H](CO)O[C@@H](n2cnc3c(NCCO)ncnc32)C1	2.6
O=C(Nc1ccc2c(c1)OCO2)c1ccc2sc([C@@H]3O[C@H](CO)[C@H](O)[C@H](O)[C@H]3O)nc2c1	1.8
O=C(NCc1ccccc1)C(C1CC1)n1c(=O)c(-c2cc3ccccc3[nH]2)nc2ccccc21 (stereo unspecified)	3.3
CCCCOCCCNC(=O)C[C@@H]1C[C@@]2(C(=O)OC)CCCCC=C2N(CCc2ccc(OC)c(OC)c2)C1=O	1.2
OC[C@@H]1CN(CCN2CCOCC2)C[C@H](n2cnc3c(NC4CCC4)ncnc32)O1	-2.3
C(=C\c1ccccc1)/CN1CCN(C(c2nnnn2C2CCCC2)C2CC2)CC1 (stereo unspecified)	-0.9
O=C1C(=Cc2cn(-c3ccccc3)nc2-c2ccc(OCc3ccccc3F)cc2)SC(=S)N1CCS(=O)(=O)O	3.4
COC(=O)[C@@]12C[C@@H](CC(=O)NCc3cccc(C(F)(F)F)c3)C(=O)N(CCc3ccc(OC)c(OC)c3)C1=CCC(C)(C)C2	-0.5
Cc1ccc(NC(=O)C2(C)CCN2C(=O)Cc2ccc(C(C)(C)C)cc2)cc1C (stereo unspecified)	-1.1
CC(C)(C)N1C(=O)c2ccccc2NC(=O)C1C(=O)Nc1ccc(N2CCOCC2)cc1 (stereo unspecified)	5.0
CC(=O)C1=C(C)N(Cc2ccc(Br)cc2)C(=S)NC1c1cccc(F)c1 (stereo unspecified)	4.2
CCOC(=O)[C@]12CCC=C1N(Cc1ccco1)C(=O)[C@H](CC(=O)NCCCCc1ccccc1)C2	2.1
CCNC(=O)C1(C)CCCN(C(=O)/C=C/c2ccccc2)C1 (stereo unspecified)	2.6
CCOC(=O)N(C)[C@H]1C[C@H]2c3[nH]c4ccccc4c3CCN2C[C@H]1[C@H](C)O	2.2
CSc1ccc(Cn2c(C)c(C(=O)NCc3ccc4c(c3)OCO4)sc2=O)cc1	1.5
COc1ccc(-c2cc(C(=O)NCC3CCCCC3)[nH]n2)c(C)c1	-0.1
CN(C)c1ccc(-c2ccnc3c2CC(C)(C(=O)NCCC(F)(F)F)O3)cc1 (stereo unspecified)	4.0
CC1=C(C(=O)N(C(C)C)C(C)C)CC(CC(=O)NC2CCCCC2)C(=O)N1CCCN1CCCC1=O (stereo unspecified)	3.8

Sorted by the number under phage Ecoli inh (ascending): some entries from above
compound	phage Ecoli inh
OC[C@@H]1CN(CCN2CCOCC2)C[C@H](n2cnc3c(NC4CCC4)ncnc32)O1	-2.3
Cc1ccc(NC(=O)C2(C)CCN2C(=O)Cc2ccc(C(C)(C)C)cc2)cc1C (stereo unspecified)	-1.1
CSc1ccc(Cn2c(C)c(C(=O)NCc3ccc4c(c3)OCO4)sc2=O)cc1	1.5
O=C1C(=Cc2cn(-c3ccccc3)nc2-c2ccc(OCc3ccccc3F)cc2)SC(=S)N1CCS(=O)(=O)O	3.4
CC(=O)C1=C(C)N(Cc2ccc(Br)cc2)C(=S)NC1c1cccc(F)c1 (stereo unspecified)	4.2

(cont.)
compound	phage Ecoli inh
Nc1sc(-c2ccccc2)cc1C(=O)NCCc1c[nH]c2ccccc12	1.7
Oc1c(N=Nc2nn[nH]n2)ccc2ccccc12	2.3
COc1ccc(NC(=O)c2cc(-c3ccc(F)cc3OC)n[nH]2)cc1OC	0.7
CCCNC(=O)C1(C)CCN(C(=O)c2ccc(C)c(F)c2)C1 (stereo unspecified)	2.3
CCOC(=O)Cc1c(-c2cccc(Br)c2)nc2c3ccccc3ccn12	-2.0
CN(C)CCCNc1nc2cc(-c3ccccc3CO)sc2c(=O)n1C	-1.9
CN(C)C(=O)CNc1ccn2nc(-c3cccc(Cl)c3)cc2n1	0.8
O=C1Nc2ccccc2N=C(c2ccccc2)C1N(C(=O)c1ccnc2ccccc12)c1ccccc1 (stereo unspecified)	2.5
CCOC(=O)[C@]12CCCC=C1N(Cc1ccc3c(c1)OCO3)C(=O)[C@H](CC(=O)NCCc1ccccc1OC)C2	-0.6
CN(Cc1ccc(Cl)cc1)C(C(=O)NC1CCCCC1)c1ccnc2ccccc12 (stereo unspecified)	1.5
CC1(C(=O)Nc2ccc3c(c2)OCCO3)CCN1C(=O)CC1CCCC1 (stereo unspecified)	-1.3
C#CCN(C[C@H]1[C@H](OC(=O)Nc2cccs2)[C@H](OC(=O)Nc2cccs2)CN(C(=O)OC(C)C)N1C(=O)OC(C)C)S(=O)(=O)c1ccc(C)cc1	3.1
Cc1cn([C@H]2C[C@H](O)[C@@H](/C=C/C(=O)NCCc3cccs3)O2)c(=O)[nH]c1=O	5.1
Cc1cccc(CN2CCN(C3CN(C4CCCC4)S(=O)(=O)C3)CC2)c1 (stereo unspecified)	-0.2
CCc1nc2c(OCc3ccc(F)c(F)c3)cccn2c1N(C)C(=O)C1CC1	-0.8

In the list so far, these contain a tert-butyl group:
compound	phage Ecoli inh
Cc1ccc(NC(=O)C2(C)CCN2C(=O)Cc2ccc(C(C)(C)C)cc2)cc1C (stereo unspecified)	-1.1
CC(C)(C)N1C(=O)c2ccccc2NC(=O)C1C(=O)Nc1ccc(N2CCOCC2)cc1 (stereo unspecified)	5.0

(continued)
compound	phage Ecoli inh
COc1ccc(-c2cscc2N)cc1	1.9
Cc1c(C(=O)NCc2ccc(Cl)c(Cl)c2)sc(=O)n1Cc1cccc(F)c1	3.0
COc1ccc(C(C)(O)c2nc(-c3ccc(OC)c(OC)c3)cs2)cc1 (stereo unspecified)	0.6
COc1cc(OC)cc(-c2cc3nc4c(c(N5CCN(c6cnccn6)CC5)n3n2)CCCC4)c1	2.2
O=C1NC[C@@H](CCCCN2CCN(CCC3CCCCC3)C(=O)C2=O)N(CC2CCCCC2)C1=O	1.8
COc1ccc(CCC(=O)N2c3ccccc3N=C(c3ccc(C(F)(F)F)cc3)C2C(=O)NC(C)C)cc1 (stereo unspecified)	3.6
CSc1ccc(C(=O)NCC2CCN(C(=O)C(=O)c3cc4ccccc4o3)CC2)cc1	4.4
CC(C)N1CCC1(C)C(=O)Nc1cccc2ccccc12 (stereo unspecified)	1.3
O=C1NC[C@@H](CCCCN2C[C@H](Cc3ccccc3)N(CCc3ccc(O)cc3)C(=O)C2=O)N(CC2CCCCC2)C1=O	3.1
COc1ccc(NC(=O)C2(C)Cc3c(-c4ccc5c(c4)OCO5)ccnc3O2)cc1OC (stereo unspecified)	2.6
CC(=O)Nc1ccc(CN(C)c2c(C)nc3ccc(C(=O)N(C)Cc4ccco4)cn23)cc1	0.2
COc1ccc(C(C(=O)NCc2ccccc2)n2c(=O)c(-c3ccco3)nc3ccccc32)cc1 (stereo unspecified)	2.4
CC(C)(C)c1ccccc1NC(=O)Nc1nc(C(N)c2ccccc2Cl)cs1 (stereo unspecified)	-0.1
O=C(NCc1ccc(F)cc1F)[C@@H]1CCCN1C(=O)[C@@H]1CCCN1C(=O)c1cccs1	3.3
CC(=O)NC(c1ccccc1)c1nc(-c2ccc(F)c(Cl)c2)cs1 (stereo unspecified)	1.9
Clc1ccc(CSc2nnc(-c3ccccn3)n2Cc2ccco2)cc1Cl	3.0
CCOC(=O)[C@]12CCCC=C1N(Cc1ccc(Cl)cc1Cl)C(=O)[C@H](CC(=O)NCc1ccccc1)C2	2.1
CCCCNC(=O)C1(C)CCN1C(=O)Cc1ccc(OC)cc1 (stereo unspecified)	0.5
Cc1ccccc1-c1ccc2c(c1)[C@@H]1C[C@H]3[C@@H](CN1CC2)[C@H](C)OC(C1CCCCC1)N3C (stereo partly specified)	3.8
CC1(C)OC(=O)C2=C(CC(CCc3ccccc3)OC2CCc2ccccc2)O1 (stereo unspecified)	0.4
Cc1noc(C)c1C(=O)N1CCC1(C)C(=O)NS(=O)(=O)c1cccc(OC(F)F)c1 (stereo unspecified)	2.9
COc1cccc(-c2nc3nc(C)cc(C)n3c2Nc2ccc3c(c2)OCCO3)c1	1.5
COc1cccc(CN(C)C(=O)CC[C@H]2O[C@@H](n3cnc4c(NC(=O)c5ccccc5)ncnc43)[C@H](O)[C@@H]2O)c1	1.2
O=C(Nc1cccc(OC(F)(F)F)c1)C1Cc2c(-c3ccccc3Oc3ccccc3)ccnc2O1 (stereo unspecified)	-1.0
O=C(Nc1c(Cl)c(C2CC2)nn1-c1ccccc1)C(Cl)(Cl)Cl	1.9
Cn1c(NCc2ccccc2)nc2cc(-c3cccc(C(F)(F)F)c3)sc2c1=O	0.1
Cc1cccc(N2CCN(C(=O)c3ccc4c(=O)[nH]c5c(C(=O)NC6CCCC6)sc(=S)n5c4c3)CC2)c1C	1.1
CC1(C(=O)NS(=O)(=O)c2ccc(Cl)cc2)CCN1C(=O)CCc1ccccc1 (stereo unspecified)	1.8
CCOC(=O)CC1(CCc2ccccc2)Oc2ccccc2O1	1.4
Cc1ccccc1CN1[C@@H](CC(C)C)COc2cc(Br)ccc2S1(=O)=O	1.3
CCc1nc2c(OCc3c(C)noc3C)cccn2c1N(C=O)Cc1ccccc1	2.2
O=C(C(=O)N1CCN(S(=O)(=O)c2cccc3ccccc23)CC1)c1cccc(C(F)(F)F)c1	3.2
C[C@@H]1CN(S(=O)(=O)C(C)(C)C)[C@@H](CCO)/C1=C\CCO	4.5
CCc1nc2c(OCCC3CCCCC3)cccn2c1N(C)C(=O)c1ccc(OC)cc1	-1.6
CCC(=O)N[C@@H]1C=C[C@@H](CC(=O)NCc2ccccc2F)O[C@@H]1CO	0.2
COc1ccc(S(=O)(=O)N2CCCCC2c2cc(C(=O)NCc3ccc(F)cc3)no2)cc1 (stereo unspecified)	4.6
Cc1ccc(Cc2c(-c3cccc(Br)c3)nc3ccc(Cl)cn23)cc1	2.9
COC(=O)[C@]12C[C@H](CC(=O)NCC3CCCCC3)C(=O)N(Cc3ccccc3)C1=C[C@H](C(C)C)O[C@@H]2C1CC1	1.9
CC(C)Oc1ccccc1OC1(C)CCN(Cc2ccc(OC(F)(F)F)cc2)C1 (stereo unspecified)	2.0
Cc1cc(O)cc(=O)n1-c1cccc(Br)c1	1.9
CCCCc1nc2ccc(F)cc2cc1C	1.7
CN[C@@H](C)C(=O)NC[C@H]1O[C@@H](n2cnc3c(=O)[nH]c(N)nc32)[C@H](O)[C@@H]1O	1.2
CC(C)NC(=O)N[C@H]1CC[C@H](CC(=O)NCc2ccc(Oc3ccccc3)cc2)O[C@@H]1CO	0.2
C=CCN(CC=C)Cc1cc(=O)oc2cc(C)c(C)cc12	-0.3
COc1ccccc1Cn1c(C)c(C(=O)NCc2ccc(C#N)cc2)sc1=O	4.2
COC(=O)C1=CN(c2ccc(C(C)(C)C)cc2)C(N)=C(C#N)C1c1ccc(OC)cc1 (stereo unspecified)	1.7

High-throughput results deposited in PubChem by The Scripps Research Institute Molecular Screening Center.
